# EPAC2 antag: EPAC2 (human) antagonism; Q8WZA2; EPAC2 GEF exchange of Rap1B-BODIPY-GDP, fluorescence; Potency, µM (titrated, usually from 114 µM), for inactives: at the top dose activity, negative = inhibition, most hits filed as inhibitors; hit rate 0.18% among 360,000; AID 720708; note: potency is the fitted concentration of half-maximal effect; % is set by controls: 0 for no effect and ±100 for the full control effect; nearly all actives have a fitted effect of over 45% in size; many of its hits are not listed in these tables
# D3 antag: blocks the human D3 dopamine receptor. D3R cells, DiscoveRx beta-arrestin luminescence, antagonist mode; active compounds read low. hit rate 2.5% among 360,000. AID 652054. max response, negative = inhibition, %; in the data active = max response below about -50%; inconclusive = no clear call, values can overlap the other calls; note: % is set by controls: 0 for no effect and ±100 for the full control effect; mostly tested at two doses, the higher about 12 µM
# Target sequence (P35462 whole entry, looked up): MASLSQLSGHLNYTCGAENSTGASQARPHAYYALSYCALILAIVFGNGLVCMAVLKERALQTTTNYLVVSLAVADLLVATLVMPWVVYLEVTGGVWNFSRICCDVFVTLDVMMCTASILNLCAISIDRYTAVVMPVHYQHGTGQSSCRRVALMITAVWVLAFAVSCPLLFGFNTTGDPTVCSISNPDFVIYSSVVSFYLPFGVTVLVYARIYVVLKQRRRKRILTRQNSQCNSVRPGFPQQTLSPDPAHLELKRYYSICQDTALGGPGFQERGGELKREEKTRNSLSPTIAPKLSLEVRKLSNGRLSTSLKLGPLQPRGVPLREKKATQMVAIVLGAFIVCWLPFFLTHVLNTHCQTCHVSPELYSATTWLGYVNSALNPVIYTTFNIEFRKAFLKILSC
#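 Cells expressing the human receptor were seeded at 1500 cells/well, incubated overnight at 37 degrees C in 5% CO2, then exposed to library compounds with dopamine controls for 90 minutes at 37 degrees C before luminescent detection.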
# TDP-43 yeast inh: rescues yeast growth from TDP-43 toxicity; TDP-43 expressing yeast growth rescue, BacTiter-Glo, 24 h; Potency, µM (doses to about 46.1 µM), inactives show at the top dose growth rescue (activation), actives largely listed as activators; hit rate 1.8% among 410,000; note: potency is the fitted concentration of half-maximal effect; % of control where 0% means no effect; nearly all actives have a fitted effect of over 50% in size
#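 Luminescence from BacTiter-Glo reports growth of TDP-43-expressing yeast after 24 hr at 30 deg C with compound. Cells were raffinose-pregrown to mid-log, then seeded in galactose medium at OD600=0.02.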
# Abeta rescue: A-beta toxicity reversal in yeast; yeast expressing A-beta42, growth rescue, OD600, 48 h; response scale: 0% DMSO, 100% iron-clioquinol control; Potency, µM (series often up to 46.1 µM), without a hit: top-dose growth rescue, most hits filed as activators; hit rate 0.063% among 410,000; note: potency is the fitted concentration of half-maximal effect; nearly all actives have a fitted effect of over 55% in size
#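 Yeast A-beta toxicity model in growth medium with pinned compounds, 48 h at 30 C; growth read as absorbance at 600 nm. Normalized to FeCl3/clioquinol equimolar mix (positive) and DMSO (negative).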
# aSyn yeast inh: rescues yeast growth from alpha-synuclein toxicity; Potency, µM (doses to about 46.1 µM), without a hit: at the top dose growth rescue (activation), usual class: activators; Yeast expressing alpha-synuclein, growth rescue, BacTiter-Glo, 24 h; hit rate 0.14% among 370,000; AID 652106; note: potency is the fitted concentration of half-maximal effect; % of control where 0% means no effect; nearly all actives have a fitted effect of over 65% in size
#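 Rescue of yeast growth: cells expressing toxic alpha-synuclein, induced in galactose at OD600 0.02, incubated with compound 24 h at 30 C. ATP luminescence quantified growth; inhibitors of toxicity appear as activators.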
# DRD3 agonist: D3 dopamine receptor (human) agonism; D3R DiscoveRx beta-arrestin cells, luminescence, 90 min; max activation, %; hit rate 0.58% among 410,000; in the data active = max activation above about 30%; note: 0% is about no effect; mostly tested at two doses, the higher about 12 µM
#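 Cells at 1500/well, incubated overnight, then treated with pinned compounds (dopamine as control) for 90 min at 37 degrees C. DiscoveRx reagent added for 30 - 60 minutes at room temperature; luminescence read.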
# FUS yeast rescue: rescues growth of FUS-expressing yeast; Potency, µM (titrated, usually from 76.6 µM), for the others: at the highest dose growth rescue (activation), hits mostly activators; hit rate 0.24% among 390,000; S. cerevisiae FUS-expressing, growth rescue, OD600, 24 h;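 note: potency is the fitted concentration of half-maximal effect; plate controls were DMSO vehicle for no effect and reference control for full effect; nearly all actives have a fitted effect of over 55% in size; some results filed as inactive show a strong effect at the top dose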
#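 Toxicity suppression screen in FUS-yeast. Cells induced with 2% galactose, starting OD 0.005, treated 24hr at 30C with compounds at multiple final concentrations; growth by OD600.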
# EPAC2 agonist: EPAC2 (human) agonism | EPAC2 activation, biochemical qHTS; response scale: 100% = 6.5 mM cAMP response | AID 720711 | hit rate 0.079% among 360,000 | Potency, µM (titrated, usually from 154 µM), for the others: at the top dose activation, hits mostly activators | Q8WZA2; note: potency is the fitted concentration of half-maximal effect; nearly all actives have a fitted effect of over 50% in size
#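 Each well held 100 nM EPAC2, 250 nM RAP1B-BODIPY-GDP and 50 uM GDP. Fluorescence, read at 5-min intervals to 30 min, was referenced to a 6.5 mM cAMP positive control.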
# Starred values were filed as active, the others as inactive; ? = inconclusive; · = no result given; [ ] = dose if it differs, or a comment. Unless noted, calls come from the whole dose curve; as a rule, active = well fitted curve in the direction sought with a large enough effect; inconclusive = small, poorly fitted or top-dose-only effect, or another doubt; inactive = no such curve, though single readings can be large; an effect the other way counts as inactive or inconclusive.
# A first look:
# Every second line gives: EPAC2 antag | D3 antag | TDP-43 yeast inh | Abeta rescue | aSyn yeast inh | DRD3 agonist | FUS yeast rescue | EPAC2 agonist
OC1=C(O)c2nc3cc(C(F)(F)F)ccc3nc21
  -8% | -28 | -16% | -22% | 0% | -5 | 3% | 8%
O=C(NCCCN1CCCC1=O)c1cccc(Oc2ccccc2)c1
  1%[57.1 µM] | 21 | 6% | 5% | 7% | 2 | -19% | 11%

# The whole of this part, repeating the preview:
# Every second line gives: EPAC2 antag | D3 antag | TDP-43 yeast inh | Abeta rescue | aSyn yeast inh | DRD3 agonist | FUS yeast rescue | EPAC2 agonist
OC1=C(O)c2nc3cc(C(F)(F)F)ccc3nc21
  -8% | -28 | -16% | -22% | 0% | -5 | 3% | 8%
O=C(NCCCN1CCCC1=O)c1cccc(Oc2ccccc2)c1
  1%[57.1 µM] | 21 | 6% | 5% | 7% | 2 | -19% | 11%
COc1ccc(-c2onc(C)c2C)cc1S(=O)(=O)NCC(C)c1ccccc1 (stereo unspecified)
  · | · | 35µM* | -3% | · | 1 | ? | ·
C/C(CC(=O)Nc1ccc2c(c1)OCO2)=N\NC(=O)c1ccc(N)cc1
  -10% | 16 | -6%[1.82 µM] | 7% | 6% | 14 | 13% | -2%
Cc1cc(=O)oc2cc(OCc3ccc(C(=O)N4CCN(c5ccc([N+](=O)[O-])cc5)CC4)cc3)ccc12
  0% | 3 | 9% | 2% | -3% | 7 | 27% | 8%
Brc1ccc(-c2noc3c2-c2nc(C4CCCCC4)sc2CC3)cc1
  17% | 1 | 9% | -6% | -1% | 0 | 10% | 10%
O=C(CC1Nc2ccccc2NC1=O)NCCc1ccccc1 (stereo unspecified)
  -3% | 12 | 6% | 8% | 0% | 2 | 1% | -13%
O=C(CCC(=O)N1CCN(C(=O)c2ccco2)CC1)c1ccc(F)cc1
  -6% | 0 | -19% | -14% | 0% | 0 | 18% | 3%
CC(C)NC(=O)CSc1nnc(-c2ccco2)n1N
  3% | 18 | -5% | -1% | 4% | -3 | 2% | 5%
COc1ccc(Cc2nnc(NCCO)[nH]c2=O)cc1
  0% | 6 | 5% | -2% | 0% | 33* | -10% | -5%
CCCCCC(=O)Nc1ccc2ccccc2c1
  -5% | 10 | -20% | 2% | 0% | 3 | · | -7%
Nc1nc(NCCCN2CCOCC2)nc(Nc2cccc(Cl)c2)c1[N+](=O)[O-]
  -9% | -21 | -13% | -7% | -1% | -6 | 10% | 12%
O=C(NCc1ccc(Cl)cc1)c1cnc(N2CCOCC2)c2ccccc12
  · | · | 0% | 10% | · | 1 | 17% | ·
COc1ccc(C(=O)C(CN2CCCC2)c2ccccc2)cc1 (stereo unspecified)
  4% | ? | ? | -47%[inhibitor] | 12% | -4 | 6% | 3%
CCCCOC(=O)c1ccc(NC(=O)C(=O)NCc2cccnc2)cc1
  -2% | 2 | -11% | -18% | -8% | -3 | 16% | 7%
CCCCOc1ccc(NC(=O)C2OC3OC(C)(C)OC3C3OC(C)(C)OC23)cc1 (stereo unspecified)
  7% | -19 | 13% | 3% | 2% | 1 | 24% | 12%
O=C(O)c1ccc(-c2nc(-c3ccccc3)c(-c3ccccc3)[nH]2)cc1
  -5% | -18 | -30% | -19% | -2% | -1 | ? | 3%
CC(=O)NC(C)(c1ccccc1)c1nc(-c2ccncc2)cs1 (stereo unspecified)
  12% | -23 | ? | -8% | 3% | 1 | -17% | 11%
CCCNS(=O)(=O)c1ccc(CCC(=O)Nc2cc(Cl)ccc2Oc2ccccc2)cc1
  -3% | 31 | 10% | 23% | 18% | 30* | 20% | 1%
O=C(Cc1cccs1)N/N=C/C=C/c1ccco1
  -15% | -20 | 5% | 16% | -1% | 1 | · | 20%
Cc1ccc(-c2cc(C(=O)Oc3ccccc3)c3cc(C)ccc3n2)cc1
  · | · | ? | 0% | · | 7 | 3% | ·
COC(=O)c1ccccc1NN=Nc1ccccc1[N+](=O)[O-]
  -12% | 4 | 3% | 1% | -1% | 8 | 15% | -5%
O=C(OCc1ccccc1)/C(=C(\O)c1ccccc1Br)c1ccc(-c2ccccc2)cn1
  4% | 28 | ? | 1% | 3% | 16 | -5% | 2%
COc1ccccc1CNS(=O)(=O)c1ccc2c(c1)NC(=O)C(C)C(=O)N2 (stereo unspecified)
  · | · | -6% | -2% | · | -14 | 11% | ·
N/C(=N\S(=O)(=O)c1cc(C(F)(F)F)cc(C(F)(F)F)c1)c1ccccc1
  ? | 10 | -9% | 26% | 21% | 5 | 1% | -11%
C=CCOC(=O)C1=C(C)OC(N)=C(C#N)C1c1ccco1 (stereo unspecified)
  ? | 12 | 4% | 1% | 1% | -7 | -1% | 3%
COc1ccc(CCNC(=O)Cn2c([N+](=O)[O-])cnc2C)cc1OC
  1% | 8 | 23% | -14% | -1% | 8 | 10% | 10%
COc1ccc(F)cc1S(=O)(=O)NC1CCCCCC1
  -6% | -2 | 2% | 1% | 1% | -1 | 11% | 1%
Cn1cncc1C#Cc1ccc2cc(C3(O)CCCCC3)oc(=O)c2c1
  14% | 2 | 12% | -7% | -2% | 2 | -10% | 10%
COc1ccc(OCc2nnc(SCC(=O)c3ccccc3)o2)cc1
  5% | -11 | ? | -2% | 12% | 13 | 18% | 12%

# (list continues)
Compound	EPAC2 antag	D3 antag	TDP-43 yeast inh	Abeta rescue	aSyn yeast inh	DRD3 agonist	FUS yeast rescue	EPAC2 agonist
C=CC[C@@H](Cc1ccc(F)cc1)C(=O)OC[C@H]1CCCN1C(=O)[C@H](CC=C)CC(=O)N[C@H](CO)Cc1ccccc1	-14%	3	21%	2%	5%	2	?	5%
Cc1cc(C)c2nc(SCC(=O)NNC(=O)c3ccco3)c(C)cc2c1	-7%	4	-16%	-3%	1%	15	-9%	1%
COc1cccc(C2C(C(=O)Nc3ccc(C)cc3C)=C(C)Nc3c(C(=O)Nc4ccccc4)cnn32)c1 (stereo unspecified)	·	·	-4%	-23%	·	-4	32%	·
O=C(c1cc(Br)c[nH]1)N1CCCCC1	4%	15	9%	23%	8%	2	-26%	1%
COc1ccc(CNC(=O)c2cccc(NC(=O)CC3SC(N4CCCCC4)=NC3=O)c2)cc1 (stereo unspecified)	0%	20	13%	8%	-1%	3	·	2%
CCN1CCc2c(sc(NC(=S)NC(=O)c3ccccc3)c2C#N)C1	-7%	?	21%	7%	-1%	10	47%	9%
Cn1c(SCC(=O)N2c3ccccc3Sc3ccc(Cl)cc32)nnc1-c1ccco1	-5%	10	-8%	-11%	?	7	12%	9%
O=C(COc1ccc(Cl)cc1Br)Nc1cccc(S(=O)(=O)N2CCCC2)c1	5%	3	11%	25%	1%	-5	-9%	4%
CCC(C(=O)NCc1ccco1)N(C(=O)CNS(=O)(=O)c1ccccc1)c1ccccc1C (stereo unspecified)	-3%	7	-28%	-4%	1%	-11	8%	-8%
Cc1ccccc1Sc1ccc(N)cn1	-6%	-17	15%	22%	4%	-2	-6%	9%
O=C(CSc1nnc(-c2ccccc2Br)n1-c1ccccc1)c1ccc(F)cc1	·	·	20%	-7%	?	0	15%	·
CCNC(=S)N1CCN(C(=O)C(Cc2ccccc2)NC(C)=O)CC1 (stereo unspecified)	1%	16	20%	6%	10%	12	-31%	12%
CCCCn1c(N)c(N(CC(C)C)C(=O)c2cc(S(=O)(=O)N3CCOCC3)ccc2Cl)c(=O)[nH]c1=O	10%	-8	14%	6%	-1%	6	5%	2%
CN(C(=O)COC(=O)CCC(=O)c1ccc(Cl)cc1)c1c(N)n(Cc2ccccc2)c(=O)[nH]c1=O	-3%	-4	-8%	7%	-4%	-3	22%	9%
CN(C)S(=O)(=O)c1ccc(NC(=O)c2ccc(Br)o2)cc1	8%	-19	-14%	8%	-13%	-3	17%	-3%
CCOC(=O)c1cnc(-n2nc(C)cc2C)nc1NC(C)c1ccccc1 (stereo unspecified)	-17%	-59*	25%	8%	?	-9	·	5%

# Looked up by structure from the list above (five):
Compound	EPAC2 antag	D3 antag	TDP-43 yeast inh	Abeta rescue	aSyn yeast inh	DRD3 agonist	FUS yeast rescue	EPAC2 agonist
CN(C(=O)COC(=O)CCC(=O)c1ccc(Cl)cc1)c1c(N)n(Cc2ccccc2)c(=O)[nH]c1=O	-3%	-4	-8%	7%	-4%	-3	22%	9%
CCC(C(=O)NCc1ccco1)N(C(=O)CNS(=O)(=O)c1ccccc1)c1ccccc1C (stereo unspecified)	-3%	7	-28%	-4%	1%	-11	8%	-8%
CN(C)S(=O)(=O)c1ccc(NC(=O)c2ccc(Br)o2)cc1	8%	-19	-14%	8%	-13%	-3	17%	-3%
CCNC(=S)N1CCN(C(=O)C(Cc2ccccc2)NC(C)=O)CC1 (stereo unspecified)	1%	16	20%	6%	10%	12	-31%	12%
O=C(CSc1nnc(-c2ccccc2Br)n1-c1ccccc1)c1ccc(F)cc1	·	·	20%	-7%	?	0	15%	·

# (list continues)
Compound	EPAC2 antag	D3 antag	TDP-43 yeast inh	Abeta rescue	aSyn yeast inh	DRD3 agonist	FUS yeast rescue	EPAC2 agonist
O=c1c(-c2ccc(O)cc2)coc2c(C3O[C@H](CO)[C@@H](O)[C@H](O)[C@H]3O)c(O)ccc12 (stereo partly specified)	1%	2	8%	-1%	7%	3	8%	-5%
CCNc1nc(Oc2ccc(OC)cc2)cc(C(F)(F)F)n1	?	4	-2%	1%	-10%	7	1%	3%
COCCNC(=O)C(=O)N/N=C(\C)CC(=O)Nc1cccc(C(F)(F)F)c1	-6%	6	11%	5%	7%	0	9%	6%
CCOC(=O)C1=C(Cc2ccc(OC)cc2)C(=O)c2ccccc2C1=O	-19%	-71*	13µM*	6%	20%	-35	6%	?
O=C(Nc1ccnn1C1CCN(C(=O)c2cc(Cl)ccc2F)CC1)C1CCOC1 (stereo unspecified)	4%	-6	19%	9%	-3%	-1	0%	-1%
CCc1ccc(S(=O)(=O)Nc2ccc(Br)cn2)cc1	-17%	0	·	29%	-4%	-21	20%	4%
Cc1ccc(S(=O)(=O)c2cc3c(=O)n4ccccc4nc3n(C3CCCC3)c2=N)cc1	-2%	2	-19%	6%	-3%	-1	12%	10%
Cc1cc(C)c(NC(=O)c2cc(S(=O)(=O)N3CCOCC3)ccc2F)c(C)c1	-7%	2	7%	8%	-5%	4	6%	11%

# High-throughput results: PubChem, National Center for Advancing Translational Sciences (NCATS)

# This is a subset, so the mix of outcomes need not match the whole.
